Screening data as filed in PubChem.
KB-V1 MDR tox – kills drug-selected multidrug resistant KB-V1 cells. AID 1347076. Potency, µM (titrated, usually from 46.1 µM), for inactives: top-dose activity change, negative = cytotoxicity, actives largely listed as cytotoxic. KB-V1 MDR cells viability, CellTiter-Glo, 72 h. 400,000 tested, 3.4% active; note: % is set by controls: 0 for no effect and ±100 for the full control effect; nearly all actives have a fitted effect of over 60% in size
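KB-V1 cells (P-gp-expressing MDR subline of KB-3-1) in phenol-red-free DMEM with 10% FBS were exposed to library compounds over a concentration series for 72 h at 37 degrees C. Viability read by CellTiter-Glo luminescence; concentration-effect curves fitted after normalization.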
HT1080NT lethal – kills 2HG-producing HT-1080-NT fibrosarcoma cells | Potency, µM (series often up to 46.1 µM), for inactives: at the top dose activity, negative = less viability, actives largely listed as cytotoxic | AID 686970 | 360,000 tested, 1.6% active | HT-1080-NT fibrosarcoma viability, CellTiter-Glo ATP luminescence, 48 h;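 note: NT is the 2HG producing partner of a matched IDH1 knockdown line; 0% = DMSO-treated cells and -100% = media-only wells without cells; nearly all actives have a fitted effect of over 55% in size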
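Viability by CellTiter-Glo luminescence after 48 h compound exposure at 37C of HT-1080-NT cells (750/well, RPMI, 5% FBS). % activity scaled between DMSO wells and medium-only wells, then curve-fitted and categorized by curve class.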
GLP1R cytotox – cytotoxic in the GLP-1 receptor inverse agonist counter-screen; 410,000 tested, 0.13% active; AID 624418; Potency, µM (highest dose often 38.3 µM), for inactives: top-dose activity change, negative = inhibition, actives largely listed as inhibitors; HEK293 cAMP-luciferase reporter cells, luminescence, 24 h;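 note: loss of luciferase light is scored as toxicity; % is set by controls: 0 for no effect and ±100 for the full control effect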
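Quantitative HTS format, 1536 wells, 200 cells/uL seeded. Compounds: 23 nL, 24 h, 37 °C. Detection: luciferase reagent, luminescence at 12 min RT; decreased signal taken as cytotoxic.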
GLP1R inv ag – inverse agonists of human GLP-1 receptor; 410,000 tested, 1.6% active; HEK293 GLP-1R CRE-luciferase, luminescence, 24 h; GLP-1R form is constitutively active; AID 624417; Potency, µM (doses to about 38.3 µM), for inactives: at the top dose activity change, negative = inhibition, most hits filed as inhibitors; note: % is set by controls: 0 for no effect and ±100 for the full control effect; nearly all actives have a fitted effect of over 55% in size
Target sequence (P43220 whole entry, looked up): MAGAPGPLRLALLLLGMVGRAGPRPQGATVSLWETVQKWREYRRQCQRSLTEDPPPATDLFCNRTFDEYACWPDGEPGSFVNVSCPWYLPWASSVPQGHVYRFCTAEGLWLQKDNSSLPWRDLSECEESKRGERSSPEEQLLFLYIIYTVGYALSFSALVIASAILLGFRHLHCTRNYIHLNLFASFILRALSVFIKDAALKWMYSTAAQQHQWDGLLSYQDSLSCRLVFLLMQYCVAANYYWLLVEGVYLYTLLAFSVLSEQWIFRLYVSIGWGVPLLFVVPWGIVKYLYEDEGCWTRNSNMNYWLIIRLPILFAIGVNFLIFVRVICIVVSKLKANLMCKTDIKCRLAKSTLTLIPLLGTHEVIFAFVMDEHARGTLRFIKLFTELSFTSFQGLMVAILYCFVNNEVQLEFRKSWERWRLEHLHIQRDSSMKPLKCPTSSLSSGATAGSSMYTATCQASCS
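Stable HEK293 clone (constitutively active GLP-1R + cAMP-response luciferase); 200 cells/uL plated, 12 h pre-culture, compound 24 hr, 37 deg C/5% CO2; detection reagent 12 min RT; luminescence.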
TDP-43 yeast inh – inhibitors of TDP-43 toxicity in yeast. Potency, µM (top dose mostly 46.1 µM), without a hit: at the highest dose growth rescue (activation), hits mostly activators. 410,000 tested, 1.8% active. TDP-43 expressing yeast growth rescue, BacTiter-Glo, 24 h. AID 652104; note: % of control where 0% means no effect; nearly all actives have a fitted effect of over 50% in size
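Growth rescue of TDP-43-toxic yeast measured as ATP luminescence (BacTiter-Glo). Cells grown to mid-log in raffinose, induced in galactose at OD600=0.02, exposed to compound 24 hr at 30 deg C.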
HT1080 IDH1KD tx – kills HT-1080 cells with IDH1 knockdown. HT-1080 IDH1 knockdown viability, ATP luminescence, 48 h. Potency, µM (titrated, usually from 46.1 µM), for inactives: at the highest dose activity, negative = toxicity, usual class: cytotoxic. 360,000 tested, 2% active;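 note: 0% = DMSO wells and -100% = cell-free medium wells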
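Viability of IDH1-knockdown HT-1080 fibrosarcoma cells was assessed by CellTiter-Glo after 48 h at 37 °C with titrated compound; concentration-effect curves were classified by fit quality and response size.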
SW480 rereplic – DNA re-replication induction in SW480 cells; 340,000 tested, 1.8% active; Potency, µM (titrated, usually from 46.1 µM), inactives show at the top dose re-replication activation, usual class: activators; SW480 DNA re-replication, Hoechst DNA content imaging, 48 h; note: % of control where 0% means no effect; nearly all actives have a fitted effect of over 55% in size
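Per well, 250 cells were exposed to pinned compound for 48 hr. Nuclear DNA was visualised with Hoechst (40 min, 37 C) and total object intensity recorded by fluorescence scanning.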
KB-3-1 cytotox – kills parental KB-3-1 adenocarcinoma cells | 400,000 tested, 1.4% active | Potency, µM (series often up to 46.1 µM), inactives show at the top dose activity change, negative = cytotoxic, most hits filed as cytotoxic | KB-3-1 viability, CellTiter-Glo ATP luminescence, 72 h; note: % is set by controls: 0 for no effect and ±100 for the full control effect; nearly all actives have a fitted effect of over 60% in size
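Parental KB-3-1 adenocarcinoma cells in phenol-red-free DMEM with 10% FBS were pin-treated with compounds at several concentrations, incubated 72 h at 37 °C, and viability read by CellTiter-Glo luminescence; concentration-effect curves were fitted after normalization.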
GLP-1R agonist – agonists of human GLP-1 receptor; Potency, µM (highest dose often 45.6 µM), inactives show at the highest dose activation, usual class: activators; P43220; HEK293 GLP-1R CRE-luciferase, luminescence, 4-6 h; cells express a hypersensitive GLP-1R form; 380,000 tested, 0.007% active; AID 624172; note: % of control where 0% means no effect
An asterisk follows results filed as active; ? = inconclusive; · = no result given; & = joins results of further samples; [ ] = another dose, or the depositor's remark. Calls come from the whole dose curve; as a rule, active = well fitted curve in the direction sought with a large enough effect; inconclusive = small, poorly fitted or top-dose-only effect, or another doubt; inactive = no such curve, though single readings can be large; an effect the other way counts as inactive or inconclusive. Potency is the fitted concentration of half-maximal effect.

Preview (3 entries):
SMILES	KB-V1 MDR tox	HT1080NT lethal	GLP1R cytotox	GLP1R inv ag	TDP-43 yeast inh	HT1080 IDH1KD tx	SW480 rereplic	KB-3-1 cytotox	GLP-1R agonist
C#CCOCCOCCOCCNc1nc(N2CCN(C(=O)[C@H](CO)n3cc([C@@H](N)C(C)C)nn3)CC2)nc(N2CCN(C(=O)[C@H](CCC(=O)O)n3cc([C@@H](N)CCCCN)nn3)CC2)n1	0%	16%	-5%	12%	25%	15%	-53%[inhibitor]	0%	-5%
CC(/C=C/c1ccccc1F)=N\NC(=O)c1ccccc1	?	-23%	-26%	21%	15%	?	0%	?	4%
Cc1ccc(C)c(N2CCN(C(=O)c3cc4c(=O)n(Cc5cccnc5)ccc4nc3C)CC2)c1	2%	·	0%	10%	12%	·	·	-1%	·

All compounds of this part, previewed entries included:
SMILES	KB-V1 MDR tox	HT1080NT lethal	GLP1R cytotox	GLP1R inv ag	TDP-43 yeast inh	HT1080 IDH1KD tx	SW480 rereplic	KB-3-1 cytotox	GLP-1R agonist
C#CCOCCOCCOCCNc1nc(N2CCN(C(=O)[C@H](CO)n3cc([C@@H](N)C(C)C)nn3)CC2)nc(N2CCN(C(=O)[C@H](CCC(=O)O)n3cc([C@@H](N)CCCCN)nn3)CC2)n1	0%	16%	-5%	12%	25%	15%	-53%[inhibitor]	0%	-5%
CC(/C=C/c1ccccc1F)=N\NC(=O)c1ccccc1	?	-23%	-26%	21%	15%	?	0%	?	4%
Cc1ccc(C)c(N2CCN(C(=O)c3cc4c(=O)n(Cc5cccnc5)ccc4nc3C)CC2)c1	2%	·	0%	10%	12%	·	·	-1%	·
C#CCOCCOCCOCCNc1nc(N2CCN(C(=O)Cn3cc(CCCCN)nn3)CC2)nc(N2CCN(C(=O)[C@H](Cc3ccc(O)cc3)n3cc(CCO)nn3)CC2)n1	0%	14%	-7%	13%	8%	14%	5%[9.22 µM]	-3%	-2%
COc1cccc(NC(=O)NC2CCN(Cc3nnnn3Cc3ccc(F)cc3)CC2)c1	15%	-3%	-18%	0%	0%	?	1%	18%	4%
CCCCCc1cc(=O)oc2c(C(CCN3CCCC(C)C3)c3cc(OC)c(OC)c(OC)c3)c(OC)cc(OC)c12 (stereo not given)	-3%	?	-28%	?	-1%	?	19%[9.22 µM]	-11%	0%
O=C(NCc1cccnc1)C(=O)C1C(=O)Nc2ccccc21 (stereo not given)	-5%	0%	14%	7%	-26%	2%	3%	-13%	-5%
COc1cccc(-n2c(CN3CCN(c4ccccn4)CC3)nc3ccc([N+](=O)[O-])cc3c2=O)c1	5%	-1%	-8%	2%	0%	-12%	-15%	-7%	0%
COc1ccc(/C=N/NC(=O)CNC(=O)c2ccc3c(c2)OCCO3)c(C(=O)O)c1OC	3%	3%	7%	12%	-5%	9%	17%	2%	0%
COc1ccc(N(C)C(=O)c2oc(=O)c3ccccc3c2-c2ccc(C)cc2)c(OC)c1	?	-18%	-10%&1%	?	11%	?	11%	-25%&6%	15%&-4%
COc1ccc(NC(=O)CSCC(=O)Nc2ccccc2N2CCCCC2)cc1	0%	-5%	-12%	?	-13%	-7%	-1%	-1%	14%
O=C(CN(c1cccc(C(F)(F)F)c1)S(=O)(=O)c1ccc(Cl)c([N+](=O)[O-])c1)NCc1ccc(F)cc1	-2%	?	-14%	-23%	9%	?	?	?	-8%
O=C(NCc1cccc(Cl)c1)C1=CC=CN2CCS(=O)(=O)N=C12	?	-10%	0%	11%	-16%	4%	?	17%	8%
Cc1ccc(C(=O)c2no[n+]([O-])c2C(=O)c2ccc(C)cc2)cc1	-2%	?	?	?	-14%[0.397 µM]	?	5.2µM*	-4%	-1%
Cc1cc(C(=O)c2cccs2)c(N)s1	10%	5%	-16%	28%	-5%	15%	-5%	-1%	0%
Clc1ccc2c(N3CCCC3)ccnc2c1	?	-21%	12%	1%	6%	-14%	1%	-10%	2%
CCc1ccc(N(C)S(=O)(=O)c2ccc3[nH]cc(C(=O)NCCN4CCOCC4)c(=O)c3c2)cc1	3%	-8%	-7%	0%	-20%	24%	-5%	4%	-5%
O=C(NNC(=O)C1CCN(S(=O)(=O)c2ccc(Cl)cc2)CC1)c1ccccc1O	-1%	-22%	4%	?	0%	?	?	?	-6%
O=C(c1[nH]c(C(F)(F)F)nc1-c1ccccc1)N1CCN(c2ccc(C(F)(F)F)cn2)CC1	-3%	-8%	-15%	?	13%	-12%	·	-1%	-8%
COCc1cc(CNC(=O)C2CCC(=O)N(Cc3ccccc3OC)C2)[nH]n1 (stereo not given)	-5%	-3%	5%	25%	-22%	1%	5%	-2%	-5%
Cc1ccc(-c2nnc(SCC(=O)Nc3ccccc3F)o2)cc1	8.2µM*	13µM*	-8%	2.2µM*	?	21µM*	-6%	5.2µM*	-2%
O=C(NC1CCCC1)C(C1CC1)n1c(-c2cc3ccccc3[nH]2)nc2ccccc21 (stereo not given)	?	-18%	-7%	?	-6%	?	·	-26%	·
O=C(CSCc1ccccc1Cl)Nc1c[nH]c(=O)[nH]c1=O	-2%	2%	17%	18%	-3%	4%	-1%	14%	-1%
CCN(CC(=O)Nc1c(F)cccc1F)C(=O)Cc1ccsc1	8%	1%	19%	3%	2%	0%	0%	12%	-1%
CCOC(=O)CCc1c(C)nc(SCc2ccc(C(=O)O)cc2)c(C#N)c1C	2%	-9%	4%	17%	-7%	-6%	-6%	1%	-7%
The list continues:
SMILES	KB-V1 MDR tox	HT1080NT lethal	GLP1R cytotox	GLP1R inv ag	TDP-43 yeast inh	HT1080 IDH1KD tx	SW480 rereplic	KB-3-1 cytotox	GLP-1R agonist
Cc1nc2c3cc(F)ccc3n(Cc3ccc(F)cc3)c2s1	-6%	-27%	1%	?	28%	?	?	?	13%
CCOC(=O)CNC(=O)N(CCOC)CC1CCCN(C2Cc3ccccc3C2)C1 (stereo not given)	-1%	6%	2%	11%	7%	-4%	-32%	26%	3%
O=c1c2cccnc2nc2n1CCCCC2	?	9%	2%	1%	-1%	10%	-1%	11%	-2%
Cc1noc(C)c1COC(=O)c1ccc(S(=O)(=O)NCc2ccco2)cc1	-18%	-5%	-6%	-26%	-25%	-9%	0%	-21%	1%
Cc1cc(=O)[nH]c(Nc2cccc(C(F)(F)F)c2)n1	0%	-15%	-24%	?	-9%	-20%	-1%	?	-16%
COC(=O)[C@H]1C[C@@]2(O)CN(S(=O)(=O)c3ccc(C)cc3)C[C@@]2(OC(=O)NCc2ccccc2F)C[C@H]1C(=O)OC	18%	4%	-22%	-15%	0%	-2%	·	28%	11%
COc1ccc(C(=O)NC2CCN(CC(=O)Nc3cccc(C)c3)CC2)cc1OC	3%	-9%	-10%	-1%	11%	-1%	-26%	5%	0%
CCOC(=O)C(C)Sc1nc(-c2ccccc2)nc2ccccc12 (stereo not given)	-20%	-21%	-13%	?	2%	-7%	-3%	-10%	17%
COCn1ccnc1C(O)(c1ccc(OC)cc1)c1ccc(OC)cc1	1%	14%	12%	-6%	12%	8%	-2%	13%	19%
COc1cc(C2SC(C)C(=O)N2CCc2ccccc2)cc(OC)c1OC (stereo not given)	-3%	5%	-36%	?	5%	1%	-3%	18%	9%
O=C(CSc1nnc(CN2CCCC2)n1-c1ccccc1)c1ccc2c(c1)OCO2	4%	7%	20%	?	18%	6%	-2%	-1%	0%
O=C(CSc1ncnc2c1nnn2Cc1ccccc1F)NCC1CCCO1 (stereo not given)	27%	-17%	-24%	?	2%	?	0%	8%	-2%
O=C(NCc1nnc(SCC(=O)N2CCCc3ccccc32)o1)c1ccccc1F	0%	-2%	1%	-8%	3%	-3%	-19%	3%	1%
COc1cc(C2c3c(oc4ccccc4c3=O)C(=O)N2Cc2ccncc2)ccc1O (stereo not given)	-10%	8%	9%	5%	6%	7%	0%	?	8%
COc1ccc(C(Nc2ccc(S(=O)(=O)N3CCOCC3)cc2)C(=O)NCCC(C)C)cc1OC (stereo not given)	-15%	-12%	5%	5%	-1%	-11%	-3%	12%	7%
O=C(Cc1ccc(Cl)cc1)NC(=S)Nc1ccccc1N1CCOCC1	?	0%	?	0%	?	-3%	-4%	-14%	20%
COCCCNC1=C(Cl)C(=O)c2ccccc2C1=O	?	?	?	?	-22%[1.82 µM]	-8%	24%	?	11%
O=C(CN(C1CCCCC1)S(=O)(=O)c1ccc(F)cc1)NCC1CCCO1 (stereo not given)	?	3.7µM*	-5%	1%	?	4.6µM*	1.2µM*	4.6µM*	15%
Cc1ccc(Cl)c2sc(NC(=O)C3CC3)nc12	-8%	16%	2%	1%	13%	12%	-2%	-3%	-5%
COC(=O)c1sccc1-c1ccc(/C=N/OC(=O)c2ccccc2)o1	?	-1%	2%	-3%	25%	-2%	0%	-6%	-17%
CCCCn1nnnc1SCC(=O)Nc1ccc(F)cc1	2%	4%	6%	-21%	24%	1%	-2%	26%	1%
CC(=O)c1nn(-c2cccc(Br)c2)cc1C(=O)c1ccc2ccccc2c1	?	-4%	7%	-4%	-5%	3%	-10%	?	4%
CCOc1ccc(N2CC(NC(=O)c3ccc4ccccc4c3)CC2=O)cc1 (stereo not given)	-19%	-29%	7%	-15%	-24%	?	14%	-13%	0%
CCOc1cc(C=NN2CCCCCC2)ccc1O	0%	-7%	-4%	-17%	20%	-13%	3%	0%	13%
Cc1cc(F)ccc1NC(=O)CCc1ccc(S(=O)(=O)N2CCOCC2)cc1	-13%	1%[9.24 µM]	0%	1%	10%	2%	3%	-30%	4%
Cc1ccc(S(=O)(=O)NC2OC(=O)C(Cl)=C2Cl)cc1 (stereo not given)	12%	16%	-15%	10%	3%	14%	?	3%	6%
CCCCn1c(SCC(=O)N(CC)C2CCS(=O)(=O)C2)nnc1C(CC)N(C)C (stereo not given)	15%	6%	3%	7%	4%	4%	-10%	-2%	-11%
CCOC(=O)C1=C(C)NC(C)=C(C(=O)OCC)C1C(=O)OCC(=O)N(CC)C1CCS(=O)(=O)C1 (stereo not given)	1%	10%	15%	27%	9%	0%	-4%	?	0%
Cn1/c(=N/N=C/c2ccc(N3CCOCC3)cc2)sc2ccccc21	-7%	15%	6%	16%	1%	12%	3%	-8%	4%
